FEN1 inh: human FEN1 inhibition | AID 588795 | actives 0.35% (n = 390,000) | Potency, µM (highest dose often 114 µM), inactives show at the top dose activity change, negative = inhibition, hits mostly inhibitors | P39748 | Recombinant FEN1 flap cleavage, fluorescence, 15 min; active = well fitted inhibition curve with a large enough effect; inconclusive = small, poorly fitted or top-dose-only effect; inactive = no such curve, though single readings can be large or run the other way; also: nearly all actives have a fitted effect of over 65% in size
Target sequence (P39748 whole entry, looked up): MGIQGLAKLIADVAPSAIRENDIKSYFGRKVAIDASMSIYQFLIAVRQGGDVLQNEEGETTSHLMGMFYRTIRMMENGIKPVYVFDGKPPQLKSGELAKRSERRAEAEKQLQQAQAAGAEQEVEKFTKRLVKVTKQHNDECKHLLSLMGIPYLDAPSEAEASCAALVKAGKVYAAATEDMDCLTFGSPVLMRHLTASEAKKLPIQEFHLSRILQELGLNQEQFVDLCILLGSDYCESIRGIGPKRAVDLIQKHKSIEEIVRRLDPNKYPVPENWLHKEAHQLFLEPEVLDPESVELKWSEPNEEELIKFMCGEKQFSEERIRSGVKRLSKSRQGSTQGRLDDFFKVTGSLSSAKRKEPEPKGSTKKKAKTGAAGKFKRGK
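FEN1 at 10 nM preincubated with compounds 15 min at room temperature, then flap DNA substrate added at 50 nM final. Signal read at 0 and 15 min; concentration-response fitted with four-parameter Hill equation.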
Numbers without * were called inactive; & = joins results of further samples. % is scaled to controls: 0 for no effect and ±100 for the full control effect; potency is read from the fitted curve at half-maximal effect. An excerpt, so the mix of outcomes need not match the whole.

`COc1ccc(CCNS(=O)(=O)c2ccc(N3CCCC3=O)cc2)cc1` gave FEN1 inh 4.8%.
`Cc1cc(=O)[nH]c2c(C)cc(S(=O)(=O)N3CCOCC3)cc12` gave FEN1 inh -3.7%.
Cc1nn(CC(=O)NC2(C#N)CCCCC2)c(C)c1[N+](=O)[O-] was read as FEN1 inh -1.2%.
For CCOC(=O)c1cc2c(=Cc3ccc(N(C)C)cc3)c3ccccc3n2[n+]1C the results were FEN1 inh 22.4µM*.
COc1ccccc1C(CNC(=O)c1ccc(NS(=O)(=O)c2ccc(C(C)=O)cc2)cc1)N1CCCC1 (stereo not drawn) was read as FEN1 inh -5.6%.
For CCCC(=O)N(c1ccc2oc3c(c2c1)CCCC3)S(=O)(=O)c1ccc(CC)cc1 the results were FEN1 inh -13.8%.
Cc1cc(C)c(Cn2c(=O)n(CCCC(=O)NCc3ccco3)c(=O)c3ccccc32)c(C)c1 was read as FEN1 inh 2.5%.
For COc1cc2c(cc1OC)C(c1cc(Br)ccc1O)N(C(C)=O)CC2 (stereo not drawn) the results were FEN1 inh -7.0%.
Screening O=C(Nc1cc(S(=O)(=O)Nc2ccc(Cl)cc2)ccc1O)c1ccc(F)cc1F returned FEN1 inh -1.2%.
Screening COc1cc(C)c(C(=O)CC(=O)c2c(C)cc(OC)cc2C)c(C)c1 returned FEN1 inh -15.1%.
O=C(NCc1cc(C(F)(F)F)cc(C(F)(F)F)c1)C1CC(c2ccc(C(F)(F)F)cc2)=NO1 (stereo not drawn) was read as FEN1 inh -16.9%.
For C(=Nc1ccc2ccccc2n1)c1cccnc1 the results were FEN1 inh 9.9%.
CN1CCN(C(=O)C2=C[C@H](C3CC3)C[C@H](OCc3ccc(CO)cc3)O2)CC1 was read as FEN1 inh 1.2%.
`COc1cccc(-c2ccc3c(N)c(C(=O)Nc4ccc(C)c(F)c4)sc3n2)c1` gave FEN1 inh 8.1%.
Cc1c(NC(=O)c2noc3c2CCc2ccccc2-3)c(=O)n(-c2ccccc2)n1C was read as FEN1 inh -9.3%.
`CC12CCC(C(=NO)C1=O)C2(C)C` (stereo not drawn) gave FEN1 inh 7.5%.
`Brc1cc(-c2ccccc2)nc(-c2ccccc2)n1` gave FEN1 inh -4.0%.
Cc1cccc(NC(=O)COC(=O)c2ccccc2OCc2cccc(Br)c2)c1 was read as FEN1 inh -18.0%.
Cc1ccc(C(=O)NC(=S)N(C)Cc2ccccc2)cc1 was read as FEN1 inh -7.1%.
Screening NC(=O)c1ccc(NC(=O)COC(=O)c2ccc(Cl)nc2)cc1 returned FEN1 inh -8.8%.

An excerpt from above in order of heavy-atom count, smallest number first.
For C(=Nc1ccc2ccccc2n1)c1cccnc1 the results were FEN1 inh 9.9%.
Cc1ccc(C(=O)NC(=S)N(C)Cc2ccccc2)cc1 was read as FEN1 inh -7.1%.
For COc1cc2c(cc1OC)C(c1cc(Br)ccc1O)N(C(C)=O)CC2 (stereo not drawn) the results were FEN1 inh -7.0%.

Continued.
Screening O=[N+]([O-])c1ncc(Br)cc1Nc1ccccc1 returned FEN1 inh 16.5%.
Screening O=C(Nc1ccccc1Sc1ccccc1)c1cnn2c1NC(=C1CC1)C=C2C(F)F returned FEN1 inh -19.8%.
Screening CCCCN1CC(COCc2ccccc2)Oc2cccc(Oc3ccccc3)c2S1(=O)=O (stereo not drawn) returned FEN1 inh 6.1%.
For C=CC(C)(C)c1c(O)c(CC=C(C)C)c(O)c2c(=O)c3ccc(O)c(O)c3oc12 the results were FEN1 inh -26.4%.
`COc1ccc(C(=O)Nc2nc(-c3ccc([N+](=O)[O-])cc3)c(-c3ccccc3)s2)cc1` gave FEN1 inh -14.5%.
For O=c1[nH]/c(=C/c2ccc3c(c2)OCO3)c(=O)[nH]/c1=C\c1ccc2c(c1)OCO2 the results were FEN1 inh -13.2%.
Cc1[nH]nc(C(F)(F)F)c1N=NN1CCOCC1 was read as FEN1 inh -16.2%.
`COC(=O)C(CCSC)NC(=O)c1cc2c(n(-c3ccc(C)cc3)c1=O)CC(C)(C)CC2=O` (stereo not drawn) gave FEN1 inh -13.8%.
`O=c1cc(N/N=C/c2ccccc2)[nH]c(=O)[nH]1` gave FEN1 inh -8.5%.
Screening CC(=O)N(c1ccccc1)C(C(=O)c1ccccc1)c1ccccc1 (stereo not drawn) returned FEN1 inh -19.0%.
O=C1Cc2cc(O)ccc2O1 was read as FEN1 inh 1.5%.
For CCOc1ccccc1NC(=O)c1sc2nc(-c3ccc(OC)cc3)ccc2c1N the results were FEN1 inh -9.3%.
`Cc1ccc(NC(=O)CSCC(=O)Nc2cc(S(=O)(=O)N3CCOCC3)ccc2OC(C)C)cc1` gave FEN1 inh 2.2%.
COc1cc2nc(N3CCOCC3)nc(NC3CCN(C)CC3)c2cc1OC was read as FEN1 inh inconclusive.
For CC(C)Oc1ccc(C(=O)CCN2CCOCC2)cc1 the results were FEN1 inh -7.4%.
CC(C)n1cc(C#N)c(N)n1 was read as FEN1 inh 5.5%.
CC1CCCN(Cc2c(O)ccc3c(=O)c(-c4ccc(Cl)cc4)c(C(F)(F)F)oc23)C1 (stereo not drawn) was read as FEN1 inh -4.0%.
Screening COc1ccc(-c2cc3nc(-c4ccccc4)cc(C(F)(F)F)n3n2)cc1 returned FEN1 inh -4.8%.
Screening C[C@H](O)[C@@H]1C(=O)N2CCc3ccc(N4CCOCC4)cc3[C@@H]2C[C@@H]1N(C)C(=O)Nc1ccccc1 returned FEN1 inh 0.4%.
CCCn1c(CCNc2nc(-c3cccc(Br)c3)cs2)nc2ccccc21 was read as FEN1 inh inconclusive.
CCOC(=O)C1CCN(C(=O)COC(=O)CN(C)S(=O)(=O)c2ccc(NC(C)=O)cc2)CC1 was read as FEN1 inh -1.5%.
Screening CCCCCCCCN1[C@@H](CC(=O)O)c2ccc(C(F)(F)F)cc2S1(=O)=O returned FEN1 inh -6.5%&-0.7%.
Screening NC(=O)C1(Nc2ccc(C(=O)O)cc2)CCCC1 returned FEN1 inh 2.1%.
Screening CC1CCN(c2c(NCc3ccc(C(=O)NCC4COc5ccccc5O4)cc3)c(=O)c2=O)CC1 (stereo not drawn) returned FEN1 inh -18.6%.
For COc1ccc(Cl)cc1C(=O)OCC(=O)Nc1sccc1C(N)=O the results were FEN1 inh -2.2%.
Screening CC(C)(C)OC(=O)N1CCCC(C(=O)Nc2cccc(C(=O)NCCCc3ccccc3)c2)C1 (stereo not drawn) returned FEN1 inh -9.8%.
CC1(C)OC1(C#N)c1ccccc1 (stereo not drawn) was read as FEN1 inh -11.6%.
CC(C)c1ccc(C2OCCCO2)cc1 was read as FEN1 inh 0.1%.
For Oc1ccccc1-c1nnco1 the results were FEN1 inh -5.4%.
`CC(=O)Nc1ccc(/C=C2\C=C(C(O)c3ccc(NC(C)=O)cc3)c3ccccc32)cc1` (stereo not drawn) gave FEN1 inh 2.6%.
Screening CS(=O)c1ccccc1-c1nc(-c2ccc([N+](=O)[O-])cc2)no1 (stereo not drawn) returned FEN1 inh 0.3%.
`COc1ccccc1NC(=O)N(CCN1CCCC1)Cc1cc2cc(C)ccc2[nH]c1=O` gave FEN1 inh 4.5%.
COc1cc(OC)c(C(=O)OCC(=O)N2CCN(S(=O)(=O)c3ccc(C)cc3C)CC2)cc1OC was read as FEN1 inh -7.7%.
For Cc1ccnc(Nc2nc(-c3sc(C)nc3C)cs2)c1 the results were FEN1 inh -32.1%.
`CCCCCN(C(=O)CCC(=O)OCC(=O)N1CCCCC1CC)c1c(N)n(CCCC)c(=O)[nH]c1=O` (stereo not drawn) gave FEN1 inh -4.1%.
COC(=O)CCC(C(=O)CN1C(=O)c2ccccc2C1=O)N1C(=O)c2ccccc2C1=O (stereo not drawn) was read as FEN1 inh -3.0%.
`COc1cc(O)cc2c1[C@@H]1Oc3c(ccc(O)c3CC=C(C)C)[C@@H]1CO2` gave FEN1 inh -10.4%.
Screening CC1(c2ccccc2)CC(c2ccccc2)=C(C#N)C(=O)N1 (stereo not drawn) returned FEN1 inh -0.7%.
Screening O=C(NCc1nc2ccccc2[nH]1)C1=C[C@H](c2coc3ccccc3c2=O)C[C@H](OCCCCO)O1 returned FEN1 inh -4.0%.
Screening Cc1ccc(NC(=O)c2sc3nc(-c4cccs4)ccc3c2N)cc1F returned FEN1 inh -8.6%.
Screening O=[N+]([O-])c1cccc(S(=O)(=O)Nc2ccc(S(=O)(=O)N3CCCC3)cc2)c1 returned FEN1 inh 4.9%.
For COc1ccc(N2C(=O)C3C4c5ccccc5C(C=Nc5ccc(C)cc5C)(c5ccccc54)C3C2=O)cc1 (stereo not drawn) the results were FEN1 inh -11.8%.
Screening O=C(O)C1=C[C@H](c2ccc3c(c2)OCO3)C[C@H](OCc2ccc(CO)cc2)O1 returned FEN1 inh 13.9%.
Screening COc1ccccc1/C=c1/[nH]c(=O)/c(=C\c2ccccc2OC)[nH]c1=O returned FEN1 inh 4.8%.
`Cc1cccc(-n2c(Cc3cc(=O)[nH]c(=O)[nH]3)nnc2SCC(=O)NCc2ccco2)c1` gave FEN1 inh -5.5%.
COc1ccc(C(CNC(=O)c2cccc(S(=O)(=O)Nc3ccccc3OC)c2)N2CCCCC2)cc1 (stereo not drawn) was read as FEN1 inh 11.3%.
For CCc1c(C)c2ccccc2[nH]c1=O the results were FEN1 inh 19.5%.
COc1ccc(Cl)cc1N1C(=O)/C(=C/c2sccc2C)N=C1SCC(=O)NC1CC1 was read as FEN1 inh 1.6%.
CC(C)C[C@@H](CN=[N+]=[N-])N1CCN(CCc2ccccc2)CCC1=O was read as FEN1 inh -8.5%.
`COc1ccc2nc(NCc3ccc(OC)c(OC)c3OC)sc2c1` gave FEN1 inh 4.9%.
For Cc1ccccc1S(=O)(=O)N1C[C@H]2CON(C)[C@H]2C[C@H]1c1cccc(-c2ccc(C#N)cc2)c1 the results were FEN1 inh 4.6%.
COC(=O)c1ccccc1NC(=O)Cn1cnc2c1c(=O)n(C)c(=O)n2C was read as FEN1 inh -0.8%.
O=C(Cc1ccc(NC(=O)C2CCCN(C(=O)C3CCCCC3)C2)cc1)Nc1ccc(C(=O)N2CCOCC2)cc1 (stereo not drawn) was read as FEN1 inh 0.9%.
NC(=O)c1ccccc1Nc1nc(NCCO)nc(N2CCCC2)n1 was read as FEN1 inh 2.5%.
`O=C(NCCCCCCNC(=O)OCc1ccccc1)OCc1ccccc1` gave FEN1 inh 13.1%.
`Cc1cc[n+](C)c2ccccc12` gave FEN1 inh inconclusive.
`Cn1c(N)c(S(=O)(=O)NCc2ccccc2)c(=O)n(C)c1=O` gave FEN1 inh 2.5%.
For CCCCCCC[n+]1ccc(/C=C/c2c(C)[nH]c3ccccc23)cc1 the results were FEN1 inh inconclusive.
Cc1[nH][nH]c(=O)c1N=Nc1ccc(Br)c(Cl)c1 was read as FEN1 inh 3.2%.
`Cn1cc(C(=O)C(=O)NC2CC2)c2ccccc21` gave FEN1 inh -2.1%.

Gathered by group: those above with an aryl thioether with sulfur outside any ring.
Screening O=C(Nc1ccccc1Sc1ccccc1)c1cnn2c1NC(=C1CC1)C=C2C(F)F returned FEN1 inh -19.8%.
`Cc1cccc(-n2c(Cc3cc(=O)[nH]c(=O)[nH]3)nnc2SCC(=O)NCc2ccco2)c1` gave FEN1 inh -5.5%.

A stretch of the results above, as a working copy:
`Cn1c(N)c(S(=O)(=O)NCc2ccccc2)c(=O)n(C)c1=O` gave FEN1 inh 2.5%.
For CCCCCCC[n+]1ccc(/C=C/c2c(C)[nH]c3ccccc23)cc1 the results were FEN1 inh inconclusive.
Cc1[nH][nH]c(=O)c1N=Nc1ccc(Br)c(Cl)c1 was read as FEN1 inh 3.2%.
`Cn1cc(C(=O)C(=O)NC2CC2)c2ccccc21` gave FEN1 inh -2.1%.

Further results follow:
Screening CCCN(CC(=O)Nc1ccccc1C)C(=O)COC(=O)c1cnc(C)cn1 returned FEN1 inh 5.0%.
CCc1ccccc1NC(=O)C(C)n1nc(-c2ccc(C)c(C)c2)ccc1=O (stereo not drawn) was read as FEN1 inh -18.4%.
Cc1ccc(S(=O)(=O)N2CCC3CC2c2cc(Cl)ccc23)cc1 (stereo not drawn) was read as FEN1 inh -5.8%.
C[C@@H]1C=C(C(=O)NCc2nc3ccccc3[nH]2)O[C@H](OCCCCO)C1 was read as FEN1 inh -1.7%.
`CCCCCCCCCCCCN1[C@@H](CC(=O)OC)c2cc(C(F)(F)F)ccc2S1(=O)=O` gave FEN1 inh -14.2%&-6.3%.
For CC(C)Oc1ccc(S(=O)(=O)N2CCOCC2)cc1NC(=O)CN1C(=O)c2ccccc2C1=O the results were FEN1 inh 0.5%.
`CCO[C@@H]1OC(C(=O)NCc2nc3ccccc3[nH]2)=C[C@H](C(C)(C)C)[C@H]1CCCO` gave FEN1 inh -6.9%.
Screening Cc1cccc(C=CC(=O)c2ccc(Cl)cc2)c1 returned FEN1 inh -5.4%.
`O=C(Nc1cccc(C(=O)N2CCCCC2)c1)c1ccccc1` gave FEN1 inh 3.0%.
For Nc1nc(SCC(=O)Nc2cc(Cl)ccc2Cl)n[nH]1 the results were FEN1 inh -6.8%.
Screening O=C(Nc1ccccc1C(F)(F)F)NC1(C(=O)N2CCOCC2)CCCCC1 returned FEN1 inh -11.2%.
For Clc1ccccc1N1CCN(Cc2c[nH]c3ccccc23)CC1 the results were FEN1 inh 1.1%.
For COc1cc(NC(=O)c2cc(S(=O)(=O)N3CCCCC3)ccc2N2CCOCC2)cc(OC)c1OC the results were FEN1 inh 6.4%.
CC(NC(=O)CSc1ccc(S(=O)(=O)N2CCOCC2)cn1)c1ccc(Cl)cc1Cl (stereo not drawn) was read as FEN1 inh -19.0%.
O=C(C[n+]1ccncc1Cl)c1ccc(F)cc1 was read as FEN1 inh -17.5%.
`CCOc1ccc(NC(=O)c2sc3nc4c(c(-c5ccc(OC)cc5)c3c2N)C(=O)CC(C)(C)C4)cc1` gave FEN1 inh -8.0%.

Screening results (PubChem BioAssay)
